HTR5A inv ag: inverse agonist of human HTR5A in OPRM1-OPRD1 counter-screen | 0.083% of 340,000 active | inhibition, % at 9.3 µM | HTR5A cell line, luminescence, inverse agonism | AID 504634; in the data active = inhibition mostly above about 23%, no sharp cut-off; inactive = mostly below about 18%;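 note: 0% = cells with DMSO and 100% = no-cell wells with DMSO; some compounds called inactive have numbers as strong as hits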
PKA-R2B activ: activators of human PKA-R2B complex; 0.079% of 340,000 active; PKA-R2B holoenzyme dissociation, Cy5-IP20 fluorescence polarization; R2B truncated from residue 108, S112A mutant; 0% DMSO only, 100% 113 µM cGMP; AID 504700; activation, % at 11.4 µM;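 active = activation above a cutoff set at the mean over all compounds plus 3 SD, cut at about 18% in these data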;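 note: higher means more holoenzyme dissociation and a rise in polarization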
Ecoli viability: counter-screen for AddAB inhibitors: E. coli growth inhibition; inhibition, % at 11.9 µM; E. coli V3065 growth, OD600 absorbance, 18 h; 0.27% of 330,000 active; AID 449728;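 active = inhibition above the campaign's mean inhibition across all tested compounds plus 3 SD, cut at about 9.9% in these data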;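 note: uninfected addAB+ strain grown without phage in ampicillin broth; 0% = DMSO wells and 100% = ciprofloxacin 0.95 µg/ml wells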
OPRM1-OPRD1 ag: OPRM1-OPRD1 heterodimerization agonism | P35372+P41143 | cells, luminescence | activation, % at 9.3 µM | 0.3% of 340,000 active | AID 504326; in the data active = activation above about 18%;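 note: 0% = vehicle-treated cells and 100% = reference agonist; values of inactives mirror those of a sister screen read the other way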
Target sequence (P35372 whole entry, looked up): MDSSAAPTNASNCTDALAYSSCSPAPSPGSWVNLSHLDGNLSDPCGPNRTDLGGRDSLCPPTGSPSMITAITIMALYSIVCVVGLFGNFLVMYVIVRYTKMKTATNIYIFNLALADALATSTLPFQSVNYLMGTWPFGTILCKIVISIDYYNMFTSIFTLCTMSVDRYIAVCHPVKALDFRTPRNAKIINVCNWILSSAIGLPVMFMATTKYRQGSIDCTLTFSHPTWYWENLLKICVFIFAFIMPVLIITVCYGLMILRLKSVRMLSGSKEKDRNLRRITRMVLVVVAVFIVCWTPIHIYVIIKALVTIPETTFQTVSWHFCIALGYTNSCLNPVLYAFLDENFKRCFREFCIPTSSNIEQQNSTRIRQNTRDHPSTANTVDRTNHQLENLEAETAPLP
Target sequence (P41143 whole entry, looked up): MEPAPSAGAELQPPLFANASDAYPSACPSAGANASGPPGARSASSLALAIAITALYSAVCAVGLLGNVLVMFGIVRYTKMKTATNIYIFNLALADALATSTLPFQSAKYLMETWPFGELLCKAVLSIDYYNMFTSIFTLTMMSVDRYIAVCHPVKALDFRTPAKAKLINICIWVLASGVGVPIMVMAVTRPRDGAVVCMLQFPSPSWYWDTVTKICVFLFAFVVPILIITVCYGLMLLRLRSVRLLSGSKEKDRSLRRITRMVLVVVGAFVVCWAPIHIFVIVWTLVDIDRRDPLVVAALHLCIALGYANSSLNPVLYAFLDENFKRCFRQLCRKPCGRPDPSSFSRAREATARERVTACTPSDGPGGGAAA
AddAB inh: less growth of phage-infected E. coli with AddAB. E. coli expressing H. pylori AddAB, absorbance growth. inhibition, % at 11.9 µM. 0.29% of 330,000 active; in the data active = inhibition above about 12%;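 note: 0% = vehicle wells of infected cells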
OPRM1-OPRD1 inv: mu-delta opioid heterodimer inverse agonism; P35372+P41143; cell-based MOR-DOR heterodimer luminescence; inhibition, % at 9.3 µM; 0.21% of 340,000 active; AID 504357; in the data active = inhibition above about 22%, passing the limit was not always enough;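 note: 0% = cells with DMSO and 100% = wells without cells with DMSO; values of inactives mirror those of a sister screen read the other way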
PKA-R1A activ: PKA-R1A complex activation; P00514+P68181; PKA-R1A dissociation, Cy5-IP20 fluorescence polarization; scaled: DMSO 0%, 113 µM cGMP 100%; activation, % at 11.4 µM; 0.083% of 340,000 active;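 active = percent activation above the mean of all tested compounds plus 3 SD, cut at about 19% in these data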;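 note: higher means more PKAc released from R1A so a rise in polarization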
SUMO Mot1 rescue: inhibitors of SUMOylation pathway: yeast Mot1-301 growth rescue. S. cerevisiae Mot1-301 growth rescue, ATP luminescence, 38.5C; percent above DMSO median, 100 means doubled. 1% of 320,000 active. growth rescue, % at 18.8 µM. AID 2716;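 active = every valid replicate shows activation above 250% relative to neutral control wells; inactive = the rest, any valid replicate at or below 250%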;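 note: OY570 slx delta 5 strain wells were the positive control but not used for scaling; some compounds called inactive have numbers as strong as hits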
phage Ecoli inh: E. coli growth loss with phage present. 0.26% of 360,000 active. inhibition, % at 11.9 µM. growth absorbance. AID 651602; in the data active = inhibition above about 11%
PfHsp90 set2: inhibits growth of yeast expressing Plasmodium falciparum Hsp90 | 0.32% of 310,000 active | S. cerevisiae expressing PfHsp90, BacTiter-Glo ATP, 48 h; yeast lacking PDR1 and PDR3 efflux regulators | inhibition, % at 9.4 µM;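 active = every replicate shows inhibition above about 80%, whatever the replicate mean, limit read from the data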;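 note: 0% = DMSO neutral controls and 100% = 20 µM radicicol positive controls; yeast relying on Plasmodium falciparum Hsp90 in place of its own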
Tat export inh: inhibitors of E. coli Tat protein transport; 0.036% of 340,000 active; E. coli MC4100 TorA-mCherry Tat export, fluorescence; inhibition, % at 10 µM;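 active = mean replicate inhibition at least 50% and at least half of replicates individually reaching 50%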;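 note: exported cargo escapes ClpAP degradation while cytoplasmic cargo is degraded and loses fluorescence; 0% = median of neutral control wells and 100% = median of NaSCN control wells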
Active calls of the source: *; . = not tested or not shown.

1) CCCCCOc1ccc(C(=O)NCCC(=O)NCCCC(=O)OCC)cc1
2) COCCn1c(SCC(=O)Nc2ccc(Cl)c(S(=O)(=O)N(C)C)c2)nc2ccccc21
3) CC(C)(C)OC(=O)N[C@@H](COCc1ccccc1)C(=O)N[C@@H](CO)[C@H](O)[C@@H]1C[C@@H]1C(=O)NC1CCCCC1
4) O=C(O)C(=Cc1cc2c(cc1[N+](=O)[O-])OCO2)c1cc2c(cc1Br)OCO2
5) Cc1ccc2cc3cc(C(=O)N4CCN(C(=O)c5ccco5)CC4)sc3nc2c1
6) CC(=O)Nc1ccc(N2CCN(Cc3ccccc3F)CC2)cc1
7) N#Cc1ccc(C(=O)OCc2cccc(S(=O)(=O)N3CCOCC3)c2)cc1
8) Cc1ccc(C(=O)C2=C(O)C(=O)N(Cc3cccnc3)C2c2ccc(Br)cc2)o1 (stereo unspecified)

entry no.,1,2,3,4,5,6,7,8
HTR5A inv ag,11,-25,-4,-17,0,3,8,9
PKA-R2B activ,2,3,-3,1,12,18,1,-2
Ecoli viability,-0.9,-0.6,-1.3,.,-3.1,1.4,.,0.5
OPRM1-OPRD1 ag,-2.8,-1.6,-0.1,-1.5,-3.1,-0.3,-1.1,-2.6
AddAB inh,2.2,-1.4,0.0,.,-2.7,1.4,.,1.6
OPRM1-OPRD1 inv,14,10,1,7,13,2,7,15
PKA-R1A activ,2,-5,3,-1,-4,-11,8,-4
SUMO Mot1 rescue,1,138,-8,.,0,-18,.,12
phage Ecoli inh,-0.4,0.3,1.2,2.2,-0.3,2.3,2.9,0.7
PfHsp90 set2,2,18,11,-6,5,4,.,-19
Tat export inh,-2,-13,-2,1,-5,-1,-14,9

2 compounds drawn at random from the list so far, as already listed:
6) CC(=O)Nc1ccc(N2CCN(Cc3ccccc3F)CC2)cc1
4) O=C(O)C(=Cc1cc2c(cc1[N+](=O)[O-])OCO2)c1cc2c(cc1Br)OCO2

entry no.,6,4
HTR5A inv ag,3,-17
PKA-R2B activ,18,1
Ecoli viability,1.4,.
OPRM1-OPRD1 ag,-0.3,-1.5
AddAB inh,1.4,.
OPRM1-OPRD1 inv,2,7
PKA-R1A activ,-11,-1
SUMO Mot1 rescue,-18,.
phage Ecoli inh,2.3,2.2
PfHsp90 set2,4,-6
Tat export inh,-1,1

Next structures follow.
9) CC(CN(C(N)=O)c1ccccc1O)C(=O)O (stereo unspecified)
10) COc1ccc(NC(=O)CN(C)C(=O)Cc2ccsc2)cc1
11) CCCCc1nnc(NC(=O)C=C(C)C)s1
12) C#CCNC(=O)[C@H](Cc1ccc(C(=O)c2ccccc2)cc1)NC(=O)OC(C)(C)C
13) NC(=O)Cn1cnc2c(nnn2-c2ccc(F)cc2)c1=O
14) Cc1cc(C)nc(SCC(=O)N/N=C/c2cccc([N+](=O)[O-])c2)n1
15) Cc1ccc2[nH]c(C(=O)Nc3ccc(F)cc3)cc2c1
16) Oc1ccc2[nH]ccc2c1

entry no.,9,10,11,12,13,14,15,16
HTR5A inv ag,-38,-10,-6,-30,5,-8,-1,-3
PKA-R2B activ,0,6,-12,-4,-2,-6,-3,-14
Ecoli viability,-0.7,1.6,-0.6,0.3,-1.8,1.6,-1.7,2.3
OPRM1-OPRD1 ag,-0.6,-7.2,-1.0,-0.5,-2.5,-1.9,1.7,-0.7
AddAB inh,0.9,1.7,-1.4,3.6,-0.6,0.7,2.9,0.2
OPRM1-OPRD1 inv,3,24,6,2,14,10,-8,4
PKA-R1A activ,-16,-1,-8,-1,4,2,-10,0
SUMO Mot1 rescue,402,219,193,109,3,6,6,92
phage Ecoli inh,2.4,2.1,2.0,3.3,1.1,2.2,3.0,0.7
PfHsp90 set2,-9,9,.,-4,7,18,-2,-8
Tat export inh,-11,-7,4,1,3,2,2,-1

17) CCOC(=O)CCn1nc(-c2ccc(Cl)cc2)cc1N
18) Cc1cccc(C(=O)NC2CC(C)(C)NC(C)(C)C2)c1
19) Cc1nn(-c2ccccc2)c(C)c1/C=N/NC(=O)c1cc(-c2cccs2)[nH]n1
20) C/C(=N\NC(=S)Nc1cccc(C)c1)c1cc2ccccc2o1
21) O=S(=O)(c1cccc(C(F)(F)F)c1)N1CCN(c2cnccn2)CC1
22) CCn1nnnc1SCC(=O)NC1Cc2ccccc2C1
23) COc1cc2c(cc1NC(=O)C(C)Sc1ccc(C)cc1)oc1ccccc12 (stereo unspecified)
24) O=C(Cn1ncc2ccccc21)N1CCc2ccccc21

entry no.,17,18,19,20,21,22,23,24
HTR5A inv ag,-24,21,9,4,29,-10,8,3
PKA-R2B activ,5,2,6,-4,6,7,8,5
Ecoli viability,0.8,2.0,-0.2,-1.5,-1.9,0.5,1.2,0.9
OPRM1-OPRD1 ag,-1.4,-1.8,-5.2,5.9,-2.0,-3.4,3.5,-0.6
AddAB inh,1.6,-0.5,1.5,1.4,0.1,2.4,-0.3,3.1
OPRM1-OPRD1 inv,8,9,26,-31,10,18,-22,3
PKA-R1A activ,6,-5,-5,-11,-10,-6,-11,2
SUMO Mot1 rescue,-25,-4,7,76,.,1,-16,6
phage Ecoli inh,2.0,3.0,3.8,0.4,-0.2,1.6,0.9,2.7
PfHsp90 set2,4,-13,-9,-17,30,-3,4,24
Tat export inh,-7,1,0,4,15,-1,19,1

Grouped by structure: those above containing a furan ring, fused or not (4)
5) Cc1ccc2cc3cc(C(=O)N4CCN(C(=O)c5ccco5)CC4)sc3nc2c1
8) Cc1ccc(C(=O)C2=C(O)C(=O)N(Cc3cccnc3)C2c2ccc(Br)cc2)o1 (stereo unspecified)
20) C/C(=N\NC(=S)Nc1cccc(C)c1)c1cc2ccccc2o1
23) COc1cc2c(cc1NC(=O)C(C)Sc1ccc(C)cc1)oc1ccccc12 (stereo unspecified)

entry no.,5,8,20,23
HTR5A inv ag,0,9,4,8
PKA-R2B activ,12,-2,-4,8
Ecoli viability,-3.1,0.5,-1.5,1.2
OPRM1-OPRD1 ag,-3.1,-2.6,5.9,3.5
AddAB inh,-2.7,1.6,1.4,-0.3
OPRM1-OPRD1 inv,13,15,-31,-22
PKA-R1A activ,-4,-4,-11,-11
SUMO Mot1 rescue,0,12,76,-16
phage Ecoli inh,-0.3,0.7,0.4,0.9
PfHsp90 set2,5,-19,-17,4
Tat export inh,-5,9,4,19

Later entries:
25) Cc1ccc(-n2ncc3c2CCCC3NC(=O)CCC2=NNC(=O)CC2)cc1C (stereo unspecified)
26) O=c1oc2ccccc2c(Nc2ccc3ccccc3c2)c1[N+](=O)[O-]
27) S=C(Nc1ccc(Cl)c(Cl)c1)N1CCN(c2ccccn2)CC1
28) O=c1[nH]c(SCc2c(Cl)cccc2Cl)nc2ccccc12
29) CCOc1ccc(/C=N/NC(=O)C(O)c2ccccc2)c(O)c1 (stereo unspecified)
30) Cc1cc(C)n2c(SCC(=O)Nc3ccc(F)cc3F)nnc2n1
31) Fc1ccc(CSc2nnc(-c3ccccn3)o2)cc1
32) CCn1c(SCc2nc3ccccc3c(=O)[nH]2)nnc1C(C)NC(=O)c1ccccc1 (stereo unspecified)

entry no.,25,26,27,28,29,30,31,32
HTR5A inv ag,12,-31,-25,-1,9,-9,-22,-18
PKA-R2B activ,4,-1,-8,6,2,-4,-3,1
Ecoli viability,2.7,1.4,0.5,3.3,-1.2,0.0,.,1.3
OPRM1-OPRD1 ag,-0.9,-1.9,10.0,7.1,-1.5,-3.5,-0.8,-3.1
AddAB inh,2.3,0.8,0.1,3.2,0.4,-1.1,.,1.4
OPRM1-OPRD1 inv,5,10,-51,-36,7,18,4,15
PKA-R1A activ,-2,-7,-4,1,-3,-5,-6,-3
SUMO Mot1 rescue,-19,319,-16,-10,-9,-2,-11,-8
phage Ecoli inh,2.4,.,1.6,7.0,-0.1,3.1,-0.3,2.9
PfHsp90 set2,14,-6,-15,9,12,-18,2,-3
Tat export inh,0,-4,-1,1,11,1,4,-3

33) Cn1c(N)c(C(=O)COC(=O)/C=C/c2ccc(Cl)cc2)c(=O)n(C)c1=O
34) CC(CSc1nnnn1-c1ccccc1)Cn1c(N2CCN(C)CC2)nc2c1c(=O)[nH]c(=O)n2C (stereo unspecified)
35) COc1ccc(NC(=O)CCCN2C(=O)CN(C)C2=O)c(OC)c1
36) Cc1nn(Cc2ccc(C(=O)Nc3ccccc3C(F)(F)F)o2)c(C)c1Br
37) O=C(c1ccc(Cn2c(=O)[nH]c3ccccc3c2=O)cc1)N1CCN(c2ccc(Cl)cc2)CC1
38) CC(=O)Nc1ccc(OC(=O)c2cccnc2)cc1
39) COc1ccc(/C=C/c2nnc(NC(C)=O)s2)cc1
40) NC(=O)C1=C[C@H](C2CCCCC2)C[C@H](OCc2ccc(CO)cc2)O1
41) CC(=O)c1ccc(S(=O)(=O)N2CCC3(CC2)OCCO3)cc1
42) CCC(=O)c1ccc(OCC(=O)N(CC)CC2COc3ccccc3O2)cc1 (stereo unspecified)

entry no.,33,34,35,36,37,38,39,40,41,42
HTR5A inv ag,11,35,-6,-3,-20,2,6,-15,-12,-1
PKA-R2B activ,-2,-4,2,-7,-12,8,6,1,-8,-9
Ecoli viability,-2.1,-0.9,-0.7,1.1,-3.1,-0.4,0.8,-1.5,0.4,.
OPRM1-OPRD1 ag,-1.2,-0.2,0.1,3.9,-0.8,-3.3,-1.0,-2.2,-2.1,-0.2
AddAB inh,0.2,1.0,0.5,0.0,-1.2,0.7,1.2,0.0,4.2,.
OPRM1-OPRD1 inv,5,1,0,-19,4,20,5,12,11,1
PKA-R1A activ,3,-1,-10,-9,-11,5,11,13,7,6
SUMO Mot1 rescue,14,2,-9,440*,-5,-8,-14,261,38,.
phage Ecoli inh,2.1,0.1,-2.0,3.0,4.4,1.2,1.0,3.2,1.0,5.9
PfHsp90 set2,-19,.,6,-46,63,-29,12,.,-11,.
Tat export inh,-4,-5,6,6,7,10,3,3,-1,10

Taken from above:
Cc1nn(Cc2ccc(C(=O)Nc3ccccc3C(F)(F)F)o2)c(C)c1Br | AddAB inh = 0.0
CC(CSc1nnnn1-c1ccccc1)Cn1c(N2CCN(C)CC2)nc2c1c(=O)[nH]c(=O)n2C (stereo unspecified) | PKA-R1A activ = -1
Cn1c(N)c(C(=O)COC(=O)/C=C/c2ccc(Cl)cc2)c(=O)n(C)c1=O | PKA-R2B activ = -2
COc1ccc(NC(=O)CCCN2C(=O)CN(C)C2=O)c(OC)c1 | SUMO Mot1 rescue = -9
CCC(=O)c1ccc(OCC(=O)N(CC)CC2COc3ccccc3O2)cc1 (stereo unspecified) | PKA-R2B activ = -9

Bioassay records (PubChem BioAssay)
